Growth percent in the NCI-60 one-dose screen (48 h, 10 µM unless noted): 100 = growth as untreated, 0 = no growth, -100 = all killed.
OVCAR-4: OVCAR-4 ovarian cancer cells; AID 1794784; 3.7% of 80,000 active
SK-OV-3: SK-OV-3 ovarian cancer cells. 3.2% of 80,000 active
IGROV1: IGROV1 ovarian cancer | 4.7% of 79,000 active | AID 1794786
SN12C: SN12C renal cancer cells; 3.8% of 81,000 active; AID 1794767
UO-31: UO-31 renal cancer. AID 1794768. 5.2% of 81,000 active
OVCAR-5: OVCAR-5 ovarian cancer; 2.9% of 82,000 active
786-0: 786-0 renal cancer cells | 5.1% of 81,000 active | AID 1794775
TK-10: TK-10 renal cancer cells. 3.9% of 81,000 active. AID 1794769
Active calls of the source: *; . = no result given. Rule for the calls: active = growth percent below 10; inactive = the rest.

SMILES | OVCAR-4 | SK-OV-3 | IGROV1 | SN12C | UO-31 | OVCAR-5 | 786-0 | TK-10
O=C(CS(=O)(=O)c1ccccc1)c1cc2cc(Br)ccc2o1 | . | . | 102 | 100 | 83 | 95 | 98 | 104
Clc1ccccc1Oc1ccc(Nc2ncnc3onc(-c4ccccc4)c23)cc1 | 88 | . | 97 | 91 | 78 | 103 | 101 | 99
COc1cc(Cl)cc(-c2nn(C(=O)NCCN(C)C)cc2-c2ccncc2)c1 | 76 | 46 | 95 | 88 | 56 | 90 | 80 | 33
CC12CC3OC3CC1CCC1C2CCC2(C)C1CCC21OCCO1 (stereo not given) | 93 | 117 | 113 | 99 | 85 | 102 | . | 110
CN(C)c1ccc(/C=C2\C=C(c3ccc(Cl)c(Cl)c3)N(C(=O)c3ccccc3)NC2=O)cc1 | 103 | 96 | 79 | 104 | 72 | 112 | 108 | 146
CSc1nc(N)n2nc(C3CC3)cc2n1 | 103 | 110 | 111 | 99 | . | 113 | 95 | 98
Nc1cccc2cccc(O)c12 | 83 | 100 | 76 | 91 | 53 | 103 | 108 | 84
CCN(CC)S(=O)(=O)c1ccc(S(=O)(=O)N2CCC[C@@H](C(=O)N3CCN(c4nc(C(C)C)no4)CC3)C2)cc1 | 31 | 87 | 86 | 85 | 59 | 102 | 90 | 75
CCCCCC(=O)NCc1ccccc1 | 88 | 117 | 102 | 93 | 99 | 99 | . | 95
Cc1ccc(C(=O)C[n+]2ccn(CCC(=O)Nc3cccc4cccnc34)c2)cc1 | 77 | 95 | 87 | 99 | 91 | 95 | 102 | 115
Cc1c(C(=O)Nc2nc3ccc(F)cc3s2)nnn1-c1ccccc1F | 57 | . | 94 | 87 | 89 | 101 | 75 | 107
Cc1cccc(OCC(O)CN2CCN(c3cccc(C)c3)CC2)c1 (stereo not given) | 104 | 99 | 123 | 95 | 91 | 97 | 96 | 103
COc1ccc(/C=C2\C(=O)N=C3N2N=C(N)N=C(N)N3c2ccccc2)cc1 | 95 | 103 | 85 | 86 | 80 | 89 | 98 | 99
Cc1cc(O)cc2c1[C@H]1CC[C@]3(C)[C@@H](O)CC[C@H]3[C@@H]1C=C2 | 110 | 115 | 74 | 99 | 98 | 114 | 100 | 102
COCc1nc2ccccc2[nH]1 | 106 | 101 | 101 | 104 | 87 | 100 | 99 | 97

Part of the list above, limited to OVCAR-4 and TK-10.
molecule	OVCAR-4	TK-10
COc1cc(Cl)cc(-c2nn(C(=O)NCCN(C)C)cc2-c2ccncc2)c1	76	33
Nc1cccc2cccc(O)c12	83	84
Cc1cccc(OCC(O)CN2CCN(c3cccc(C)c3)CC2)c1 (stereo not given)	104	103

Continuation.
SMILES | OVCAR-4 | SK-OV-3 | IGROV1 | SN12C | UO-31 | OVCAR-5 | 786-0 | TK-10
COc1ccc(NC(=S)Nc2ccc(S(=O)(=O)N3CCCCC3)cc2)cc1 | 94 | 100 | 105 | 91 | 79 | 105 | 98 | 99
Cc1ccc(C(=O)N/N=C/c2cccc(Oc3ccccc3)c2)cn1 | 87 | 80 | 24 | 69 | 14 | 93 | 18 | 83
C[C@H](CCC(=O)O)[C@H]1CC[C@H]2[C@@H]3CC[C@@H]4/C(=C\c5ccco5)C(=O)/C(=C\c5ccco5)C[C@]4(C)[C@H]3CC[C@]12C | 80 | 121 | 93 | 56 | 50 | 113 | 91 | 109
Nc1nccc2c1ccn2-c1cccc(NC(=O)c2cccc(C(F)(F)F)c2)c1 | 114 | 104 | 105 | 101 | 93 | 92 | 113 | .
O=C(O)c1ccc(C(=O)O)c(C(=O)O)c1 | 114 | 110 | 107 | 107 | 106 | 111 | 90 | 117
CC(C)CCOC(c1ccc2c(c1)OCO2)C(C)Br (stereo not given) | 101 | 108 | 110 | 103 | 94 | 97 | 99 | 92
CCOC(=O)CCCC[C@H](O)[C@H]1CC(OC)(OC)[C@@H](OC)O[C@@H]1COC(=O)/C=C/c1cn(C)cn1 | 102 | 107 | 95 | 99 | 83 | 99 | 101 | 97
COc1cccc(/C=C2/C[C@]3(C)[C@H]4CC[C@@H]5[C@@H](/C(C)=C\CC=C(C)C)CC[C@@]5(C)[C@]4(C)CC[C@H]3C(C)(C)C2=O)c1OC | 99 | 100 | 100 | 95 | 89 | 99 | 101 | 103
CCOC(=O)Nc1c2ccccc2nc2ccccc12 | 94 | 101 | 90 | 115 | 79 | 98 | 105 | 104
Cc1ccc2nc(Cl)c(-c3nc4ccccc4s3)cc2c1 | 73 | 86 | 90 | 88 | 71 | 114 | 107 | .
COC(=O)c1cc(-c2ccc(Cl)c(Cl)c2)[nH]c(=O)c1C#N | 103 | 103 | 110 | 94 | . | 99 | 92 | 103
C1=CC2CC1CC2C1CO1 (stereo not given) | 103 | 109 | 111 | 109 | 98 | 103 | 106 | 116
O=C1Nc2ccccc2/C1=N/N1C(=O)CN(C2CCCCC2)C1=S | 63 | 26 | 34 | 77 | 39 | 91 | 77 | 71
Cc1ccc2c(c1)sc1nc(-c3c[nH]c4ccccc34)c(Nc3ccc(Br)cc3)n12 | 96 | 95 | 99 | 92 | 70 | 106 | 105 | 123
CCOC(=O)c1ccc(O)c(OC)c1 | 98 | 95 | 110 | 111 | 95 | 109 | 103 | 110

An excerpt of these results, with two lines to a compound:
Under each structure: OVCAR-4, SK-OV-3, IGROV1, SN12C, UO-31, OVCAR-5, 786-0, TK-10
> C[C@H](CCC(=O)O)[C@H]1CC[C@H]2[C@@H]3CC[C@@H]4/C(=C\c5ccco5)C(=O)/C(=C\c5ccco5)C[C@]4(C)[C@H]3CC[C@]12C
    80, 121, 93, 56, 50, 113, 91, 109
> Nc1nccc2c1ccn2-c1cccc(NC(=O)c2cccc(C(F)(F)F)c2)c1
    114, 104, 105, 101, 93, 92, 113, .
> O=C(O)c1ccc(C(=O)O)c(C(=O)O)c1
    114, 110, 107, 107, 106, 111, 90, 117
> CC(C)CCOC(c1ccc2c(c1)OCO2)C(C)Br (stereo not given)
    101, 108, 110, 103, 94, 97, 99, 92
> CCOC(=O)CCCC[C@H](O)[C@H]1CC(OC)(OC)[C@@H](OC)O[C@@H]1COC(=O)/C=C/c1cn(C)cn1
    102, 107, 95, 99, 83, 99, 101, 97
> COc1cccc(/C=C2/C[C@]3(C)[C@H]4CC[C@@H]5[C@@H](/C(C)=C\CC=C(C)C)CC[C@@]5(C)[C@]4(C)CC[C@H]3C(C)(C)C2=O)c1OC
    99, 100, 100, 95, 89, 99, 101, 103

Next section:
SMILES | OVCAR-4 | SK-OV-3 | IGROV1 | SN12C | UO-31 | OVCAR-5 | 786-0 | TK-10
O=C(Nc1ccccc1Cl)c1ccccc1F | 107 | 110 | 107 | 100 | 95 | 101 | 100 | 116
CCCCCCCCCCCCCCCCN(CC)CC | -6.4* | -46* | -90* | -84* | -69* | -57* | -86* | -89*
CCOC(=O)c1c(C)oc2ncnc(N3CCN(CC(=O)Nc4ccc([N+](=O)[O-])cc4)CC3)c12 | 88 | 106 | 99 | 96 | 57 | 96 | 99 | 105
CN1C(=O)CCC2(c3ccccc3)CC=C(O)C=C12 (stereo not given) | 114 | 111 | 98 | 103 | 82 | 102 | 107 | 108
Fc1ccc(-c2nc(-c3nc4ccc(Cl)cc4[nH]3)cc3c2[nH]c2ccccc23)cc1 | 63 | 91 | 18 | 25 | 14 | 88 | 83 | .
CC/C(=N/Nc1ccc([N+](=O)[O-])cc1[N+](=O)[O-])c1ccccc1 | 86 | 105 | 110 | 100 | 89 | 113 | 109 | 123
Cc1ccc(S(=O)(=O)Nc2ccc3[nH]ccc3c2)cc1 | 87 | 110 | 99 | 96 | 81 | 104 | 95 | 102
N=c1ncn(C2OC(CO)C(O)C2O)c2nc(Br)[nH]c12 (stereo not given) | 124 | 107 | 126 | 91 | 94 | 97 | 108 | 99
COc1ccc(C(=O)C[N+]23CN4CN(CN(C4)C2)C3)cc1 | 105 | 102 | 101 | 107 | 82 | 104 | 94 | 108
Cc1cccnc1NC1OC(=O)c2ccccc21 (stereo not given) | 117 | 95 | 101 | 105 | 86 | 106 | 100 | 97
COCc1cnccc1NC1CCCCCC1 | 99 | 111 | 110 | 99 | 86 | 108 | 106 | 94
CN1C(=O)C(O)(CC(=O)c2cc3ccccc3oc2=O)c2ccccc21 (stereo not given) | 100 | 95 | 98 | 89 | 57 | 107 | 105 | 116
N/C(Cc1ccc(N)cc1)=N\O | 103 | 100 | 120 | 100 | 83 | 106 | 112 | 111
ClC(Cl)c1nc(-c2ccccc2)nc2cc(-c3ccccc3)nn12 | 63 | . | 67 | 72 | 59 | 121 | 80 | 22
CC(C)NC(=O)c1ccc(C(C)(C)C)cc1 | 114 | 102 | 111 | 110 | 97 | 101 | 97 | 103
C=CCn1c(-c2ccc(-c3nc4ccc(C)cc4[nH]3)cc2)n[nH]c1=S | 90 | . | 98 | 96 | 90 | 101 | 107 | 133
O=C1c2c(O)c(O)c(S(=O)(=O)O)c(O)c2C(=O)c2c(O)c(O)c(S(=O)(=O)O)c(O)c21 | 102 | 96 | 43 | 96 | . | 102 | 96 | 123
CC(=O)NNc1nc(C)c(C(=O)NNC(=O)C(=O)Nc2cccc(C(C)=O)c2)s1 | 104 | 111 | 109 | 104 | 88 | 111 | 107 | 123
O=[N+]([O-])/C(=C\c1ccco1)c1ccccc1Cl | 69 | 60 | 76 | 78 | 67 | 75 | 9.4* | 83
CCN1CCCC(Nc2cc(C)nc(/N=C(/N)Nc3ccc(Cl)c(Cl)c3)n2)C1 (stereo not given) | -17* | 6.6* | 15 | 1.6* | -81* | 13 | -83* | -89*
O=C(Nc1ccccc1)C(O)c1ccccc1 (stereo not given) | 104 | 109 | 102 | 99 | 84 | 114 | 100 | 94
O=C(NNc1nc2cc(F)ccc2n2c(CN3CC4CNCC4C3)ccc12)c1ccncn1 (stereo not given) | 29 | 32 | 22 | 7.5* | 16 | 35 | -2.4* | 30
Cc1c(C(N)=O)sc2nc(SCC(=O)N3NC(=O)C(Cc4ccccc4)C3=O)n(Cc3ccccc3)c(=O)c12 (stereo not given) | 104 | 106 | 111 | 92 | 89 | 126 | 103 | 106
O=C(N[C@@H]1CCCc2ccccc21)[C@H](CCC(=O)N1CCN(C2CCCCC2)CC1)N1C(=O)[C@@H](N2C(=O)OC[C@@H]2c2ccccc2)[C@H]1/C=C/c1ccccc1 | 37 | 71 | 49 | 25 | 21 | 93 | 42 | 47
Cc1cc(C)nc(SCC(=O)Nc2ccc(-c3nc4ccc([N+](=O)[O-])cc4[nH]3)cc2)n1 | 108 | 117 | 84 | 91 | 89 | 93 | 101 | 118
CC(O)c1cccc(N)c1 (stereo not given) | 92 | 105 | 67 | 101 | 89 | 106 | 103 | 116
C/C=C/C1OCC(C)([N+](=O)[O-])CO1 (stereo not given) | 99 | 115 | 117 | 102 | 94 | 109 | 96 | .
CC1=CC(=O)OC(C)(C)O1 | 101 | 107 | 111 | 104 | 91 | 100 | 102 | 99
COc1ccc(C(=O)COc2ccc(/C=C3\CCc4cc(OC)ccc4C3=O)cc2)cc1 | 87 | 107 | . | 94 | 14 | 102 | 96 | 118
CNC(c1ccccc1)c1ccccc1 | 104 | 99 | 97 | 102 | 85 | 93 | 92 | 94
COc1ccc(/C=C2\c3cc(OC)c(OC)c(OC)c3CC[C@@H]2O)cc1F | 57 | 22 | 43 | 53 | 48 | 76 | 35 | 58
N#CCC(=O)NNc1nc(Nc2ccccc2)nc(Nc2ccc(S(N)(=O)=O)cc2)n1 | 104 | 101 | 92 | 110 | 77 | 99 | 102 | 107

Of the compounds above, these have a furan ring, fused or not.
SMILES | OVCAR-4 | SK-OV-3 | IGROV1 | SN12C | UO-31 | OVCAR-5 | 786-0 | TK-10
O=C(CS(=O)(=O)c1ccccc1)c1cc2cc(Br)ccc2o1 | . | . | 102 | 100 | 83 | 95 | 98 | 104
C[C@H](CCC(=O)O)[C@H]1CC[C@H]2[C@@H]3CC[C@@H]4/C(=C\c5ccco5)C(=O)/C(=C\c5ccco5)C[C@]4(C)[C@H]3CC[C@]12C | 80 | 121 | 93 | 56 | 50 | 113 | 91 | 109
CCOC(=O)c1c(C)oc2ncnc(N3CCN(CC(=O)Nc4ccc([N+](=O)[O-])cc4)CC3)c12 | 88 | 106 | 99 | 96 | 57 | 96 | 99 | 105
O=[N+]([O-])/C(=C\c1ccco1)c1ccccc1Cl | 69 | 60 | 76 | 78 | 67 | 75 | 9.4* | 83

Compound activity deposited in PubChem BioAssay by NCI.
